Bioassay records: PubChem, Sanford-Burnham Center for Chemical Genomics
TIM10 inh: inhibits growth of TIM10 yeast strain | S. cerevisiae TIM10 strain growth, BacTiter-Glo luminescence, 24 h | inhibition, % at 10 µM | 1.4% of 330,000 active;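 active = inhibition of 40% or more at the single tested concentration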;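 also: wild-type TIM10 isogenic control strain grown at permissive 25 °C; 0% = DMSO yeast wells and 100% = minimal medium wells without yeast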
Jurkat NFkB inh: lowers PMA/ionomycin-induced NF-kB signal in Jurkat cells; 0.53% of 330,000 active; inhibition, % at 4 µM; PMA/ionomycin-induced NF-kB luciferase reporter, luminescence; in the data active = inhibition above about 50%
tim10-1 inh: tim10-1 yeast growth inhibition | 2.2% of 330,000 active | S. cerevisiae tim10-1 ts strain growth, BacTiter-Glo, 24 h | inhibition, % at 20 µM;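 active = inhibition of at least 40%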;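 also: mutant grown at 25 °C; 0% = DMSO wells with yeast and 100% = wells holding no yeast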
tim23-1 inh: inhibits growth of tim23-1 mutant yeast | 1.3% of 330,000 active | S. cerevisiae tim23-1 growth, BacTiter-Glo luminescence, 24 h | AID 463212 | inhibition, % at 20 µM;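 active = growth inhibition of the mutant yeast at or above 50%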;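 also: temperature-sensitive mutant grown at 25 °C; plate controls were DMSO-treated mutant yeast for no effect and medium wells lacking yeast for full effect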
Mdm2-MdmX inh: inhibitors of human Mdm2/MdmX interaction; inhibition, % at 8 µM; O15151+Q00987; SaOS-2 split-luciferase Mdm2/MdmX complementation, luminescence; 3% of 330,000 active;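 active = inhibition of at least 50% at 8 µM in the primary screen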
Target sequence (O15151 whole entry, looked up): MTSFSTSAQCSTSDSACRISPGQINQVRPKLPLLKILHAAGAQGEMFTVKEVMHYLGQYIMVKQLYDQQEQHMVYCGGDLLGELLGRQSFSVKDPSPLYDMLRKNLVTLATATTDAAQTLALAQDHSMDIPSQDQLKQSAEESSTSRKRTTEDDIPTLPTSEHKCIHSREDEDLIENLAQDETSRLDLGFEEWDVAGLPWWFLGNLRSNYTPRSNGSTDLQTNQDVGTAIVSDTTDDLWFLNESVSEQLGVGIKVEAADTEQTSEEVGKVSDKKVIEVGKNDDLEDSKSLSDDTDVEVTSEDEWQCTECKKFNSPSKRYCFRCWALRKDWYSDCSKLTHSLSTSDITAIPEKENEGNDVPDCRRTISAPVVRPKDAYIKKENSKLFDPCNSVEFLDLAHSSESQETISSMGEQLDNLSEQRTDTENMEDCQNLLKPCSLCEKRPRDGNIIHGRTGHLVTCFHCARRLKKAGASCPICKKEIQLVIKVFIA
Target sequence (Q00987 whole entry, looked up): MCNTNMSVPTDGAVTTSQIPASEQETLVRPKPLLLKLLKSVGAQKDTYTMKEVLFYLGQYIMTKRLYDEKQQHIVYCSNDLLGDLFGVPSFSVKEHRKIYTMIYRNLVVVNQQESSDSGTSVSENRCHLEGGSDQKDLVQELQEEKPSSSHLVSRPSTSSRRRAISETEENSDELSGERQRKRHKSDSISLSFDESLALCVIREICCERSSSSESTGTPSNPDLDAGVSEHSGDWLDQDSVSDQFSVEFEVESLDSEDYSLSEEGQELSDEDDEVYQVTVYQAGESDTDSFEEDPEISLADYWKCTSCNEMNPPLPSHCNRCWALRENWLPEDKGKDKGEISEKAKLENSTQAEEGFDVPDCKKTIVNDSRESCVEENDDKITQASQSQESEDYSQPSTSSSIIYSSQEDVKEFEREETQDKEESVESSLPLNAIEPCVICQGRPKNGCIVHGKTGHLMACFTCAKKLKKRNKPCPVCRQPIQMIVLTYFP
697 NFkB inh: inhibitors of the PMA/ionomycin-induced NF-kB reporter in 697 B cells; 697 B-cell NF-kB luciferase reporter, 16 h; inhibition, % at 4 µM; 0.33% of 330,000 active; in the data active = inhibition above about 35%
UPR XBP1 act: adaptive UPR (XBP1) activation; CHO-XBP1 luciferase reporter, IRE1-XBP1 UPR activation, luminescence; percent of tunicamycin response, DMSO as zero; activation, % at 20 µM; 0.33% of 330,000 active;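 active = versus positive control, 20 µM dose yields 30% or more activation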;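 also: 100% = tunicamycin at 10 µg/mL and 0% = DMSO only wells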
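Material: CHO-XBP1 cells stably carrying IRE1-XBP1-driven luciferase reporter / Amount: 1000 cells per well / Compound: 20 µM, 1% DMSO / Times: 6 h treatment, 37 °C / Detection: luciferase luminescence / Measure: % activation of reporter signal versus tunicamycin and DMSO controls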
CHOP UPR activ: activators of apoptotic arm of unfolded protein response (CHOP); CHO-CHOP luciferase reporter, UPR activation, luminescence; percent of tunicamycin response over DMSO baseline; activation, % at 10 µM; 0.34% of 330,000 active; AID 449763;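 active = at 10 µM dose, activation of 40% or more, normalized to positive control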;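 also: 100% = tunicamycin at 10 µg/mL and 0% = DMSO alone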
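Assay system: CHO-CHOP cells, stable luciferase reporter of PERK-eIF2a-CHOP signalling / Buffer or medium: F12 plus 10% serum / Compound dosing: one dose, 10 µM in 0.5% DMSO / Times: 6 h compound treatment, 37 °C / Technique: luciferase luminescence / Read-out: % reporter activation, DMSO baseline versus tunicamycin full activation / Benchmarks: tunicamycin and DMSO controls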
* marks the source's active call; other numbers are inactive results.

SMILES	TIM10 inh	Jurkat NFkB inh	tim10-1 inh	tim23-1 inh	Mdm2-MdmX inh	697 NFkB inh	UPR XBP1 act	CHOP UPR activ
Cc1cc(C(=O)N2CCCC2C(=O)O)c(C)o1 (stereo unspecified)	8.0	-0.2	22.4	14.5	-16.3	-13.6	-1.8	-1.3
CC(C)CC(NC(N)=O)C(=O)Nc1ccc(Oc2ccccc2)cc1 (stereo unspecified)	-1.3	-8.4	5.5	13.6	14.9	5.0	-1.6	-0.8
CCCCn1c(N)c(N(CCOC)C(=O)COc2ccc(Cl)cc2)c(=O)[nH]c1=O	5.9	11.3	6.5	-6.2	15.2	27.4	-4.8	-0.6
O=[N+]([O-])c1ccc(C(O)CNC(=S)Nc2ccccc2)cc1 (stereo unspecified)	-5.8	-13.4	-13.2	2.5	-32.0	3.5	0.3	-0.6
CC(=O)Nc1ccc2c(c1)nc(C)n2Cc1ccccc1	-7.0	5.8	5.0	16.8	33.8	7.0	0.9	-0.5
CC(=O)Oc1ccc(C#C/C=C2\c3ccccc3C(=O)N2c2ccccc2)cc1	11.8	-15.2	22.7	22.6	18.8	-36.6	7.8	4.3
CCOC(=O)c1ccc2nc(C)c(CC)c(Cl)c2c1	-0.7	-24.3	13.4	8.3	15.4	-7.9	-0.1	3.0
Cc1ccsc1C(C(=O)NC1CCCCC1)N(C(=O)c1csnn1)C1CC1 (stereo unspecified)	-5.6	10.8	17.0	28.6	16.6	-12.4	0.2	-1.7
O=C(CNC(=O)c1ccccc1)NCc1nc2ccccc2[nH]1	-1.2	2.2	-15.8	-11.4	11.8	3.2	-1.8	3.0
O=C(CCC(=O)N(CC(=O)NC1CCCC1)c1cccc(F)c1)Nc1nccs1	-22.0	-22.7	3.2	10.6	-1.2	-7.0	-5.6	1.8
C=CCNC(=S)NNC(=O)C(CCCC)CC(C)(C)O (stereo unspecified)	-7.5	-8.4	3.2	-4.0	-11.1	-0.5	-1.1	0.0
Cc1cccc(OC(C)C(=O)N(Cc2cccs2)C2CCS(=O)(=O)C2)c1C (stereo unspecified)	6.5	-10.0	30.3	18.3	17.4	-4.2	1.0	0.8
Cc1cc(C)n(-c2nc3ccccc3c(=O)n2OCC(=O)Nc2c(C)cccc2C)n1	13.2	-5.6	25.8	31.6	11.6	-3.8	-4.0	-1.9
O=C(NCC(=O)N1CCN(c2ccccc2)CC1)c1ccc(Cl)cc1	-5.2	-10.9	-20.1	23.5	-9.7	-13.4	0.0	-0.7
COc1ccc(NC2=NC(=S)N(c3cccc(C)c3)C23CCCCC3)cc1	9.6	-4.7	12.6	-19.3	34.9	24.3	1.9	2.4
CCc1ccccc1NC(=O)CN(C)C(=O)COc1ccc(C)nc1[N+](=O)[O-]	-4.9	-5.7	-4.8	11.8	11.8	12.9	3.2	-1.5
CC(NC(=O)COC(=O)c1ccc[nH]c1=O)c1ccccc1 (stereo unspecified)	-2.4	5.6	-11.6	-10.9	11.0	-5.4	-2.8	-0.1
CCOC(=O)C1CCN(c2ncnc3c2[nH]c2cccc(OC)c23)CC1	6.9	4.5	8.8	6.8	6.2	17.0	0.3	-1.1
Cc1cc(C(=O)OCc2nnc(-c3ccccc3)o2)c(C)n1-c1ccccc1	-0.6	3.3	-0.9	-3.2	34.1	-2.4	1.0	0.5
CCC(=O)N/N=C/c1ccc(-c2ccc([N+](=O)[O-])cc2)o1	-12.1	-6.9	6.3	14.3	3.7	6.0	1.9	3.6
CC(C)c1ccc(NC(=O)CNC(=O)Cn2ccc3ccccc3c2=O)cc1	-13.0	0.1	-21.4	-31.3	-13.3	-4.9	-4.9	-0.3
Cc1cc(NC(=O)COC(=O)C(Cc2ccccc2)NC(=O)c2ccco2)no1 (stereo unspecified)	14.2	-7.3	9.7	15.1	-3.6	-1.7	-2.1	0.7
O=C(c1ccccc1)c1ccc(C(=O)N2CCN(c3ccccc3)CC2)cc1	11.3	8.9	35.8	20.4	-0.6	15.0	-2.8	-0.1
CC1CCN(S(=O)(=O)c2ccc(C(=O)Nc3ncccc3O)cc2)CC1	11.8	-11.4	11.8	14.2	30.9	-61.7	2.7	-0.7
CCOc1ccccc1/C=C/C(=O)N1CCN(C(=O)c2ccco2)CC1	-6.8	6.2	-0.4	12.2	7.0	23.2	-0.4	0.7
Cc1ccc(N=CC2=C(O)CC(c3ccco3)CC2=O)cc1 (stereo unspecified)	-2.9	-3.9	35.1	15.2	-3.6	-12.0	3.3	1.6
O=C(Nc1ccccc1OC(=O)c1ccc(Cl)cc1)c1ccc(Cl)cc1	17.6	-27.7	2.0	1.8	-31.1	-2.9	6.8	4.3
Cc1ccccc1Cn1c2ccccc2c2cn[nH]c(=O)c21	16.6	5.9	22.5	-0.1	26.0	-12.7	0.1	-0.5
CNC(=O)c1cc(Nc2nnc(-c3ccc(C)c(S(N)(=O)=O)c3)c3ccccc23)ccc1OC	2.0	1.0	13.3	2.7	11.2	21.2	1.5	-2.0
O=C(Cc1c[nH]c2ccccc12)NC1(C(=O)NC2CCCC2)CCCCC1	9.0	-6.3	17.7	4.5	3.9	-35.4	1.4	0.8

A draw from above in order of number of heavy atoms, falling:
SMILES	TIM10 inh	Jurkat NFkB inh	tim10-1 inh	tim23-1 inh	Mdm2-MdmX inh	697 NFkB inh	UPR XBP1 act	CHOP UPR activ
CCCCn1c(N)c(N(CCOC)C(=O)COc2ccc(Cl)cc2)c(=O)[nH]c1=O	5.9	11.3	6.5	-6.2	15.2	27.4	-4.8	-0.6
CC(C)c1ccc(NC(=O)CNC(=O)Cn2ccc3ccccc3c2=O)cc1	-13.0	0.1	-21.4	-31.3	-13.3	-4.9	-4.9	-0.3
O=C(Cc1c[nH]c2ccccc12)NC1(C(=O)NC2CCCC2)CCCCC1	9.0	-6.3	17.7	4.5	3.9	-35.4	1.4	0.8
CCOc1ccccc1/C=C/C(=O)N1CCN(C(=O)c2ccco2)CC1	-6.8	6.2	-0.4	12.2	7.0	23.2	-0.4	0.7
Cc1ccccc1Cn1c2ccccc2c2cn[nH]c(=O)c21	16.6	5.9	22.5	-0.1	26.0	-12.7	0.1	-0.5
CCC(=O)N/N=C/c1ccc(-c2ccc([N+](=O)[O-])cc2)o1	-12.1	-6.9	6.3	14.3	3.7	6.0	1.9	3.6
CCOC(=O)c1ccc2nc(C)c(CC)c(Cl)c2c1	-0.7	-24.3	13.4	8.3	15.4	-7.9	-0.1	3.0

The results go on:
SMILES	TIM10 inh	Jurkat NFkB inh	tim10-1 inh	tim23-1 inh	Mdm2-MdmX inh	697 NFkB inh	UPR XBP1 act	CHOP UPR activ
O=C(NC1CCCCC1)C(=S)NCc1ccccc1	13.6	-44.9	19.1	20.8	-3.2	-21.0	5.1	6.0
COc1cc(NC(=O)CN2C(=O)NC(C)(c3ccc4ccccc4c3)C2=O)c(C)cc1[N+](=O)[O-] (stereo unspecified)	-1.1	-2.7	0.0	18.8	-2.7	-7.0	1.2	2.9
COc1cc(/C=C2/C(=N)N3C(=NC2=O)SN=C3S(=O)(=O)C(C)C)ccc1OS(=O)(=O)c1ccccc1	13.2	3.2	10.6	16.6	4.7	14.6	-3.0	-2.1
COC(=O)CSc1nc2c(cnn2-c2ccc(F)cc2)c(=O)[nH]1	-10.2	-3.9	1.2	-4.1	11.2	-1.6	-0.9	1.3
Cc1noc(C)c1NC(=O)Nc1cccc2c1O[C@@H](CN(C)Cc1ccc3c(c1)OCO3)[C@@H](C)CN([C@H](C)CO)C2=O	-5.3	-54.5	-9.4	0.5	26.0	-8.9	-2.9	0.7
COc1cccc(CN(C)CC(=O)NNC(=O)c2ccc(Cl)cc2)c1	-19.7	-6.1	9.0	13.3	-34.5	5.0	-2.9	-1.7
CCN1CCN(c2cc(C)c3cc(NC(=O)Cc4ccc(OC)c(OC)c4)ccc3n2)CC1	8.1	-12.7	-6.3	1.1	8.1	-1.8	1.4	-1.9
COc1cc2c(cc1OC)C(C)N(Cc1ccc3c(c1)OCO3)CC2 (stereo unspecified)	-5.6	13.4	11.4	2.1	5.9	4.5	-1.6	1.0
Cc1cccc2cc(C(c3nnnn3CC3CCCO3)N3CCc4ccccc4C3)c(=O)[nH]c12 (stereo unspecified)	6.6	-0.6	14.9	8.6	8.3	-10.6	-0.2	-1.0
Nc1cc2c(cc1O)CCCC2	0.2	-9.1	0.3	4.4	15.3	-9.1	-4.7	-0.7
COc1ccc(Cl)cc1C(=O)OCC(=O)NCc1cccs1	8.6	0.5	17.1	27.3	35.9	14.7	2.4	2.4
OC(COc1ccccc1F)CN1CCC(Cc2ccccc2)CC1 (stereo unspecified)	-24.0	10.2	-32.4	-8.9	-0.8	9.8	-4.7	0.3
Cc1ccc2nc(N(CCCN(C)C)C(=O)c3cc(-c4cccs4)nc4ccccc34)sc2c1	40.6*	1.7	39.6	60.4*	95.7*	15.2	4.4	2.7
COc1nc(NS(=O)(=O)c2ccc(C)cc2)nc(C)c1Cl	-4.1	-9.3	27.2	20.6	30.8	3.6	-0.5	0.0
COc1ccc(C2CC(c3ccccc3)=NN2C(=S)Nc2ccccc2)cc1 (stereo unspecified)	29.1	-1.5	25.9	19.5	27.7	6.3	-1.6	0.3
O=C(CSC(=S)N1CCCC1)Nc1cc2c(cc1Br)OCCO2	5.2	1.5	6.6	8.8	-2.4	16.3	-6.2	2.2
COCCn1c(-c2ccc(OC)cc2)cnc1SCC(=O)Nc1cccc2ccccc12	-8.8	-5.5	44.8*	25.7	1.1	-23.4	-1.8	1.5
CCOc1cc(N2CCOCC2)c(OCC)cc1NC(=O)c1cc(S(=O)(=O)N2CCOCC2)ccc1C	7.3	5.4	-5.8	4.5	8.5	-4.2	-3.4	-0.5
NC(=O)CC(NC(=O)Cc1ccc(Br)cc1)c1ccc(NC2CCCCCC2)c([N+](=O)[O-])c1 (stereo unspecified)	4.1	18.4	9.3	-1.4	39.0	7.6	-2.2	-0.3
Cc1ccc(C(=O)NCCCc2ccccc2)s1	-2.1	-35.8	1.6	9.3	-102.2	-46.1	2.4	3.6
Nc1nonc1-n1nnc(C(=O)N/N=C/c2ccccc2Cl)c1COc1ccc(F)cc1	-10.9	-0.9	-18.7	-0.6	28.3	15.9	-2.8	1.0
Cc1ccccc1C(=O)Nc1ccnn1C1CCN(C(C)Cc2ccccc2F)CC1 (stereo unspecified)	9.9	4.1	10.2	11.9	10.5	1.2	-4.0	-0.4
CCCCCc1n[nH]c2c1CCCC2	-7.3	1.8	13.6	22.7	14.9	-13.4	1.2	2.9
CCCCC1CN2CCc3c([nH]c4ccccc34)C2(C)C1 (stereo unspecified)	-2.1	10.4	-2.3	13.5	40.8	-1.5	-4.9	-2.9
CCCCn1c(N)c(N(CC(C)C)C(=O)c2cc(-c3ccncc3)nc3ccccc23)c(=O)[nH]c1=O	-6.2	3.9	-7.0	3.4	17.8	4.3	-0.5	-1.0
CC(OC(=O)c1ccncc1)C(=O)Nc1cccc([N+](=O)[O-])c1 (stereo unspecified)	-4.0	-10.2	-9.8	-5.1	-2.0	-7.9	-4.7	-1.2
Nc1ccc2c(c1)Oc1ccccc1C=C2	-25.6	-15.1	-17.6	-2.1	20.0	-6.8	3.0	0.9
Nc1ccccc1-c1nnc2n1CCCCC2	4.7	-12.4	14.4	21.5	-35.3	-4.2	3.8	0.7
CCN(CC)C(=O)Oc1c(Cl)cc(Cl)c2cccnc12	24.6	6.3	32.9	24.3	-22.6	0.9	-2.1	1.0
Cc1nnc(NC(=O)CSC2=NN3CCCC(=O)N=C3S2)s1	7.5	2.3	-10.4	6.3	-21.5	5.3	-3.6	2.0
O=C(O)C1CCN(C(=O)NC2CCCCC2)CC1	1.1	9.0	2.8	12.7	-18.8	-0.9	-6.1	0.5
CCOC(=O)c1cc2c(C)n(-c3ccc(N(C)C)cc3)c(C)c2cc(C(=O)OCC)c1=O	7.8	-11.3	11.9	0.5	11.0	-11.7	-1.9	3.4
